Bioassay records as filed in PubChem.
PhoP GFP inhibition – PhoP regulon inhibitors, Salmonella typhi PhoP promoter GFP reporter, confirmatory (AID 1850) | inhibition, % at 50 µM; hits with a dose series show IC50 in µM | 310,000 tested, 0.33% active | Salmonella Typhi PhoP-promoter GFP reporter, fluorescence, 4 h; higher % means a stronger effect; in the data active means a potency from the dose series; inconclusive means inhibition mostly from about 25% at the one dose, without a potency; inactive means the rest, 99 in 100 with inhibition below about 19%;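 further: 0% = induced wells with vehicle and 100% = uninduced wells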
VEEV TC-83 Vero – inhibitors of VEEV TC-83 cytopathic effect, confirmation, Vero cells (AID 588727). Vero cells, VEEV TC-83 cytopathic effect inhibition; higher % means a stronger effect. inhibition, % at 20 µM; hits with a dose series show IC50 in µM. 350,000 tested, 0.13% active; in the data active means a potency from the dose series; inconclusive means inhibition mostly from about 14% at the one dose, without a potency; inactive means the rest, 99 in 100 with inhibition below about 12%; further: strong numbers were not always called active
M. tuberculosis HTS – M. tuberculosis growth inhibition, HTS (AID 449762) | one-dose inhibition, % at 25 µM; IC50 in µM for titrated hits | M. tuberculosis H37Rv growth inhibition, 7H9 media; higher % means a stronger effect | 330,000 tested, 0.59% active; in the data active means a potency from the dose series; inconclusive means inhibition above about 70% without an active follow-up result;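 further: bacterial growth assessed after seven days of incubation; strong numbers were not always called active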
H1N1 NS1A inhibition – H1N1 influenza NS1A inhibitors, functional cell based assay (AID 504329); inhibition, % at 12.5 µM, or IC50 in µM where a hit was titrated; 340,000 tested, 0.3% active; NS1A functional cell-based assay, percent inhibition; higher % means a stronger effect; in the data active means a potency from the dose series; inconclusive means inhibition above about 27% without an active follow-up result; further: strong numbers were not always called active
tuberculosis growth – growth inhibition of non-replicating M. tuberculosis (AID 488890). Mycobacterium tuberculosis non-replicating, growth inhibition; higher % means a stronger effect. inhibition, % at 25 µM, or IC50 in µM where a hit was titrated. 320,000 tested, 0.39% active; in the data active means a potency from the dose series; inconclusive means inhibition mostly from about 82% at the one dose, without a potency; inactive means the rest, 99 in 100 with inhibition below about 76%;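 further: plate controls were DMSO cells for no effect and high antibiotic wells for full effect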
VEEV TC-83 Vero 10K pilot screen – second read-out of VEEV TC-83 Vero, no call of its own (marks repeat the call); inhibition, %; measured here: 10K pilot screen inhibition
The depositor's hits bear a star; i = inactive; ? = inconclusive; · = no result given.

The opening seven compounds, to show the layout:
SMILES	PhoP GFP inhibition	VEEV TC-83 Vero	M. tuberculosis HTS	H1N1 NS1A inhibition	tuberculosis growth	others
CCOc1ncccc1C(=O)OCc1ccc(C(=O)OC)o1	-5%	i	4%	-3%	14%
CC(CCn1cccn1)NC(=O)c1cc(COc2ccc(F)cc2F)on1 (stereo not given)	13%	1.3%	-2%	1%	10%
Cc1ccc(CNC(=O)Cn2ccc3ccccc3c2=O)o1	-1%	0.4%	-1%	2%	-18%
O=C(O)c1ccc(/C=C2\SC(=S)N(NC(=O)c3ccc(Br)cc3)C2=O)cc1	-5%	i	4%	9%	-7%
O=S(=O)(Nc1ccc(Br)cn1)c1ccc(Cl)s1	-9%	2.6%	-23%	-8%	35%
CCOC(=O)C(C(C)=O)c1c(Br)c(O)c(O)c2c(C(=O)c3ccc(C)cc3)coc12 (stereo not given)	-3%	?	1%	>100µM*	10%
CCCc1cc(=O)[nH]c(Nc2ccc(O)cc2)n1	2%	i	0%	3%	8%

This part in full, from the start:
SMILES	PhoP GFP inhibition	VEEV TC-83 Vero	M. tuberculosis HTS	H1N1 NS1A inhibition	tuberculosis growth	others
CCOc1ncccc1C(=O)OCc1ccc(C(=O)OC)o1	-5%	i	4%	-3%	14%
CC(CCn1cccn1)NC(=O)c1cc(COc2ccc(F)cc2F)on1 (stereo not given)	13%	1.3%	-2%	1%	10%
Cc1ccc(CNC(=O)Cn2ccc3ccccc3c2=O)o1	-1%	0.4%	-1%	2%	-18%
O=C(O)c1ccc(/C=C2\SC(=S)N(NC(=O)c3ccc(Br)cc3)C2=O)cc1	-5%	i	4%	9%	-7%
O=S(=O)(Nc1ccc(Br)cn1)c1ccc(Cl)s1	-9%	2.6%	-23%	-8%	35%
CCOC(=O)C(C(C)=O)c1c(Br)c(O)c(O)c2c(C(=O)c3ccc(C)cc3)coc12 (stereo not given)	-3%	?	1%	>100µM*	10%
CCCc1cc(=O)[nH]c(Nc2ccc(O)cc2)n1	2%	i	0%	3%	8%
NC(=O)c1cccc2c(=O)oc3ccccc3c12	-1%	0.1%	3%	8%	-24%
Nn1c(SCC(=O)Nc2ccc(Oc3ccccc3)cc2)nnc1C1CC1	-3%	i	?	4%	16%
O=C(NNC1=NS(=O)(=O)c2ccccc21)c1ccc([N+](=O)[O-])cc1	-3%	0.3%	-11%	-2%	-13%
C(=N\n1cnnc1SCc1ccccc1)/c1ccco1	-9%	1.4%	1%	1%	0%	VEEV TC-83 Vero 10K pilot screen=0.1
O=C(CSc1oc(-c2ccccc2)nc1S(=O)(=O)c1ccc(F)cc1)NCC1CCCO1 (stereo not given)	-10%	3.3%	3%	1%	-2%
CC(C)(C)OC(=O)NC(CC(=O)OCc1ccccc1)C(=O)O (stereo not given)	12%	0.5%	7%	12%	-8%
Cn1c(CN2CCOCC2)c(C#N)c2ccccc21	2%	i	-14%	1%	-1%
Cc1ccc(S(=O)(=O)NNC(=O)c2ccoc2C)cc1	9%	0.1%	-3%	-10%	4%
O=C(NC1CC1)c1sc2cc(Cl)ccc2c1Cl	1%	i	1%	-4%	4%
COc1ccc(/C=N/Nc2ccccn2)c(OC)c1OC	7%	3.3%	-7%	5%	0%
CCCN1CCN(C(=O)Cn2nc(CC)n3c(cc4sccc43)c2=O)CC1	-1%	0.7%	0%	10%	-17%
COc1cccc(C2=NOC(C(=O)N3CCN(C(=O)c4ccco4)CC3)C2)c1 (stereo not given)	-7%	2.2%	0%	-4%	-13%
O=C(Cc1ccc(Cl)cc1)N1CCc2ccccc2C1	4%	i	16%	-4%	76%
Cc1ccc(NC(=O)COC(=O)C2=COCCO2)cc1	-5%	0.2%	?	7%	3%
COc1ccc(/C=N/NC(=O)c2cc3c(ccc4ccccc43)o2)cc1OC	-2%	2.3%	12%	-17%	-3%
Cc1ccc(/C=C/C(=O)NCc2ccccn2)o1	0%	0.1%	0%	-4%	3%
Cc1ccc(S(=O)(=O)N2CC=C(c3ccc(F)cc3)CC2)cc1	-3%	0.6%	11%	4%	38%
CCOC(=O)c1sc(NC(=O)CSc2n[nH]c(-c3ccc(Cl)cc3Cl)n2)c(C#N)c1C	-16%	i	-5%	1%	66%	VEEV TC-83 Vero 10K pilot screen=3.2
O=C(O)c1cccc(NC2=C(Cl)C(=O)c3ccccc3C2=O)c1	·	0.9%	·	-5%	·
Cc1cc2c3c([nH]c2cc1S(=O)(=O)NCCCOC(C)C)CC(C)(C)CC3=O	-2%	i	1%	-21%	-2%
Cc1cc(OCC(=O)N2CCC(C(=O)O)(c3ccccc3)CC2)c2c(C)cc(=O)oc2c1	12%	1.3%	-7%	0%	15%
Cc1ccc(SCC(=O)NN2C(=O)c3ccccc3C2=O)cc1	-2%	2.2%	-2%	-6%	-13%
COC(=O)C1=C(CCc2ccccc2)NC(=O)NC1c1ccc(C#N)cc1 (stereo not given)	-9%	0.4%	4%	-8%	14%
CN(/C=C/C(=O)C(F)(F)C(F)(F)F)Cc1ccccc1	-11%	i	2%	-1%	7%
CCCCN(CC)C(=O)CSc1cc(=O)n(C)c2ccccc12	-4%	8.7%	-6%	0%	0%
COC(=O)c1ccc(CNC(=O)C2CCC(=O)N(Cc3ccccn3)C2)cc1 (stereo not given)	8%	i	-11%	3%	2%
O=C(c1cc2nc(-c3ccccc3)cc(-c3ccccc3)n2n1)N1CCC2(CC1)OCCO2	4%	5.9%	2%	-29%	47%
CC1(C)CC2(CC(C)(C(=O)CSc3nc4ccccc4s3)OC2=O)C(=O)O1 (stereo not given)	6%	1.1%	3%	8%	9%
COc1ccc(N(C)C(=O)CCS(=O)(=O)c2cccc3nonc23)c(OC)c1	-1%	2.2%	-2%	5%	6%
O=C(CSc1nncn1-c1ccccn1)Nc1cccc(Cl)c1	-4%	0.1%	3%	-3%	4%
O=C(C1=C(O)C(=O)N(CCN2CCOCC2)C1c1ccco1)c1cc2ccccc2o1 (stereo not given)	1%	1.9%	9%	3%	66%
CC1CC2OC2CC1COC(=O)C1CC2OC2CC1C (stereo not given)	·	0.4%	·	-4%	·
CCOc1ccc(CN(C)C(=O)CNC(=O)Cc2cccc3ccccc23)cc1	0%	i	1%	-9%	27%
CCOc1ccccc1N1CCN(S(=O)(=O)c2ccc(F)c(F)c2)CC1	-13%	3.1%	0%	-2%	21%
O=[N+]([O-])c1cccc(-n2nnnc2CN2CCCC2)c1	0%	0.8%	-3%	-2%	2%
COc1cccc2cc(C(=O)NC(C)c3ccccc3)c(=O)oc12 (stereo not given)	-13%	0.3%	5%	18%	26%
O=C(COc1ccccc1Br)NC1CCCC1	0%	0.0%	1%	9%	10%
Cc1cccc(OCC(=O)Nc2cc(Cl)ccc2-n2cncn2)c1C	-6%	3.9%	24%	-3%	8%
CCn1c(O)c(N=NC(=O)CNc2ccc(C)cc2)c2ccccc21	-1%	3.4%	-1%	10%	3%
O=C(Nc1ccccc1Oc1ccccc1)c1ccccc1F	6%	1.3%	-1%	-11%	68%
N#CC1=C2C=CC=CN2CC1=O	-7%	1.2%	-2%	5%	1%
COC(=O)c1ccc(OCC2c3cc(OC)c(OC)cc3CCN2C(=O)C2CC2)cc1 (stereo not given)	-2%	0.6%	-1%	-22%	17%
CC(C)OC(=O)CC1C(=O)NCCN1C(=S)NC(=O)c1cccs1 (stereo not given)	-6%	0.6%	9%	-1%	-8%

Other compounds
SMILES	PhoP GFP inhibition	VEEV TC-83 Vero	M. tuberculosis HTS	H1N1 NS1A inhibition	tuberculosis growth	others
Cc1ccc(S(=O)(=O)NCC(C)NS(=O)(=O)c2ccc(C)cc2)cc1 (stereo not given)	-1%	4.7%	1%	-4%	8%
Cc1ccc(C)c(C(=O)CSc2nnnn2C(C)C)c1	2%	3.1%	58%	-4%	17%	VEEV TC-83 Vero 10K pilot screen=5.7
CC(OC(=O)Cc1c[nH]c2ccccc12)C(=O)c1ccccc1 (stereo not given)	·	0.1%	8%	3%	50%
CS(=O)(=O)N1CCN(c2nc3ccccc3s2)CC1	-2%	i	-3%	-5%	6%
CN1C(=O)NC(=O)C2(Cc3ccccc3N3CCOCC32)C1=O (stereo not given)	-3%	i	-8%	20%	-1%
COc1ccc(-c2noc(CCC(=O)N3CCN(c4ccccc4C(F)(F)F)CC3)n2)cc1	·	4.9%	·	-7%	·
O=c1c2ccccc2[nH]c(=S)n1CCN1CCCC1	-4%	i	1%	-15%	-15%
Cc1n[nH]c(=O)c2c(NC(=O)COC(=O)c3ncc(Cl)c(Cl)c3Cl)oc(C)c12	-3%	0.7%	-4%	-1%	2%
Cc1cc(C)c2c(=O)[nH][nH]c2n1	·	1.2%	·	12%	·
CCOc1ccccc1NC(=S)N1CCC(NC(=O)c2ccco2)CC1	-7%	1.4%	2%	-6%	11%
COc1ccccc1CCC(=O)Nc1ccc(OC)c(S(=O)(=O)N2CCOCC2)c1	·	5.3%	7%	-18%	22%
Cc1ccc(N2C(=O)CC(n3nc(C)cc3C)C2=O)cc1 (stereo not given)	6%	i	0%	4%	-16%
CCc1ccc(OCC(=O)N2c3ccccc3CCc3ccccc32)cc1	7%	3.0%	9%	8%	14%
CCOC(=O)Cc1c(C)nc2c(-c3ccc(OC)cc3)c(C)nn2c1C	-1%	i	3%	8%	38%	VEEV TC-83 Vero 10K pilot screen=1.1
CCOc1ccc(NC(=S)Nc2cc(OC)c(Cl)cc2OC)cc1	-6%	1.0%	-3%	1%	?
Cc1nn(C)c(C(=O)Nc2ccn(Cc3c(F)c(F)cc(F)c3F)n2)c1[N+](=O)[O-]	2%	2.0%	-2%	25%	4%
O=C(COc1ccc(/C=N/NC(=O)c2cc3ccccc3o2)cc1Br)Nc1ccccc1	-2%	?	-9%	-11%	-1%
O=C(NCCCO)c1nc2ccccc2s1	7%	0.6%	1%	3%	-47%
COC(=O)c1cn(NC(=O)COc2ccc(Cl)cc2)c(=O)c2ccccc12	-3%	0.3%	4%	3%	15%
Cc1ccc2cc(S(=O)(=O)NCCCN3CCOCC3)ccc2c1	5%	0.1%	-2%	6%	-10%
CN(C)CCCNC(=S)N(CCO)Cc1cc2cc3c(cc2[nH]c1=O)OCO3	-8%	0.1%	-8%	0%	-17%
COc1cccc(S(=O)(=O)NCc2ccc(C(=O)NCc3ccco3)cc2)c1	3%	2.2%	5%	5%	24%
COc1ccc(N=Nc2ccc3ccccc3c2)c(O)c1	1%	i	54%	25%	38%
COc1ccc(NC(=O)c2ccc(-n3cccn3)nc2)cc1	9%	2.5%	-16%	-6%	22%
Cc1noc(C)c1COC(=O)c1cccc(S(=O)(=O)N2c3ccccc3CC2C)c1 (stereo not given)	6%	i	1%	-2%	27%
COc1ccc(C2(C(=O)Nc3ccc(S(=O)(=O)Nc4nc(C)cc(C)n4)cc3)CCCC2)cc1OC	3%	2.0%	-5%	1%	0%
CC(C(=O)O)N1C(=O)C2C3c4ccccc4C(c4ccccc43)[C@@H]2C1=O (stereo not given in full)	0%	i	10%	-22%	-13%
Cc1ccc(-c2nc(CS(=O)CC(=O)NCCN3CCOCC3)c(C)o2)cc1 (stereo not given)	2%	1.2%	-3%	-4%	5%
c1ccc(-c2noc(CN3CCN(c4ccccc4)CC3)n2)cc1	-8%	1.1%	-4%	-3%	25%
O=C1CCCC2=C1Sc1ccc(Cl)cc1N2	-94%	9.6%	1%	-8%	3%
COc1ccc(NC2=C(C(C)=O)C(c3ccc(N(C)C)cc3)C(C(C)=O)C(C)(O)C2)cc1 (stereo not given)	-27%	0.4%	?	-1%	2%
CN(CC(=O)Nc1sccc1C#N)C1CCCCC1	-17%	1.7%	5%	3%	17%
CC(OC(=O)CCCOc1ccccc1)C(=O)Nc1ccc(Cl)cn1 (stereo not given)	-3%	8.3%	?	0%	79%
Nc1nc(CN2CCN(C(=O)c3ccco3)CC2)nc(Nc2cccc(Cl)c2)n1	2%	7.6%	8%	1%	43%
CN1CCc2c(n(CC(O)CN3C(=O)c4ccccc4S3(=O)=O)c3ccccc23)C1=O (stereo not given)	·	0.4%	·	-2%	·
CCCC12CN3CC(CCC)(CN(C1)C3c1ccco1)C2=O (stereo not given)	3%	0.2%	-7%	-9%	-2%
COC(CNC(=O)c1ccc2nc(-c3cccs3)c(-c3cccs3)nc2c1)OC	-2%	0.4%	-4%	-2%	-12%	VEEV TC-83 Vero 10K pilot screen=3.1
OC(CNCc1cccc(Br)c1)c1ccccc1 (stereo not given)	10%	1.2%	-3%	12%	3%
CC(C)C(NS(=O)(=O)c1cc(C(=O)O)ccc1Cl)C(=O)O (stereo not given)	-9%	2.2%	16%	-1%	7%
